E-sel inducer = induces E-selectin expression in human endothelial cells. P16581. activation, % at 7.58 µM. 260,000 tested, 0.37% active. HUVEC E-selectin immunofluorescence imaging; normalized: neutral wells 0, TNF-alpha wells 100;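 active means mean E-selectin-positive cell signal at least 10% of the positive control, reached in at least 60% of replicates, without over 20% cell loss; inconclusive means no rule given, readout overlaps actives, possibly toxicity-flagged; inactive means the rest, including those meeting only one limit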;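 further: in these data hits start at about 27%; measured in HUVEC primary endothelial cells; signal is the percent of cells scored E-selectin positive by PE staining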
Target sequence (P16581 whole entry, looked up): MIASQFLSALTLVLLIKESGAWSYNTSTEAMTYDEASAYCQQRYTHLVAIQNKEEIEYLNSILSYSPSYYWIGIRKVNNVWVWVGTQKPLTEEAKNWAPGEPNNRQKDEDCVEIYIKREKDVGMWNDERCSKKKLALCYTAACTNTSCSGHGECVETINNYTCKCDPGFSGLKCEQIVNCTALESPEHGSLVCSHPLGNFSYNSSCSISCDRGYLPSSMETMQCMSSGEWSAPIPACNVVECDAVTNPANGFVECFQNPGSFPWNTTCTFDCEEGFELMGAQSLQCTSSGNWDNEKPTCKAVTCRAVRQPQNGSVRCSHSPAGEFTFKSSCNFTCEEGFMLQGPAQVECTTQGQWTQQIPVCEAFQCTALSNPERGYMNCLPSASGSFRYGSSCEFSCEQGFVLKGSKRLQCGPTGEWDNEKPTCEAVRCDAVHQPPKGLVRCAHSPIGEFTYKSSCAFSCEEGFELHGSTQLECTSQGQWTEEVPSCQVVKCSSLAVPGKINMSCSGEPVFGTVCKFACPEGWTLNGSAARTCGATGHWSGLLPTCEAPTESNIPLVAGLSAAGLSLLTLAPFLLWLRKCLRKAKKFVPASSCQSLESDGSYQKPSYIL
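material = human umbilical vein endothelial cells (HUVEC), E-selectin induction | quantity = 3,000 cells/well | medium = EGM-2 growth medium on 0.1% gelatin-coated wells | technique = immunofluorescence imaging | read-out basis = % PE-positive cells | control set = TNF-alpha positive control, DMSO neutral control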
SIRT5 inh = sirtuin-5 (human) deacylase inhibition; Q9NXA8; Purified SirT5, succinyl-peptide AMC, trypsin-coupled fluorescence; inhibition, % at 15 µM; 330,000 tested, 1.1% active; in the data active means inhibition above about 15%; inconclusive means no clear call, values can overlap the other calls
Target sequence (Q9NXA8 whole entry, looked up): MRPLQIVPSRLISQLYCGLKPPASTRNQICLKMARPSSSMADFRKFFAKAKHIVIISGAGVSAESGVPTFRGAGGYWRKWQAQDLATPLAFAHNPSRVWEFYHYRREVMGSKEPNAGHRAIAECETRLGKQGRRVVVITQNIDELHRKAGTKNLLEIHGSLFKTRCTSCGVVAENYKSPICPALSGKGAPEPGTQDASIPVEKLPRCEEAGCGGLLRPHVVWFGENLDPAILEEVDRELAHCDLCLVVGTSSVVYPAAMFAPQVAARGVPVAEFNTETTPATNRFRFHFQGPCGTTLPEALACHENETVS
PglD DTNB = PglD (C. jejuni) enzyme inhibition. purified PglD enzyme, DTNB colorimetric CoA detection. inhibition, % at 12.5 µM. 360,000 tested, 0.098% active; in the data active means inhibition above about 16%, passing the limit was not always enough; inconclusive means no clear call, values can overlap the other calls; further: strong numbers were not always called active
DENV2 CPE = protects cells from dengue virus 2 cytopathic effect; DENV2-infected cells, cytopathic effect rescue, plate reader; CPE inhibition, % at 9.99 µM; 350,000 tested, 1.7% active; AID 651640; in the data active means CPE inhibition above about 20%, passing the limit was not always enough; inconclusive means no clear call, values can overlap the other calls; tested in BHK-21 cells;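 further: 0% = median of neutral control wells and 100% = median of positive control wells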
C2C12 statin = protects C2C12 myotubes from simvastatin toxicity; 330,000 tested, 0.78% active; ATP luminescence, 48 h; scaled: DMSO 0, geranylgeraniol control 100; rescue of ATP level, % at 7.49 µM;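 active means mean ATP rescue above about 67%, or every replicate alone reaching that limit, limit read from the data, passing the limit was not always enough; inconclusive means no clear call, values can overlap the other calls; inactive means mean under the limit and some replicate under it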;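 further: myotubes were challenged with 10 µM simvastatin during compound exposure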
ERp5 inh = blocks human ERp5 reductase activity on insulin; AID 651711; inhibition, % at 9.99 µM; Q15084; ERp5 insulin aggregation, absorbance 650 nm, 90 min; 350,000 tested, 0.05% active;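 active means mean replicate inhibition above about 25%, with every replicate also reaching it, limit read from the data, passing the limit was not always enough; inconclusive means only one of those two criteria met; inactive means neither criterion met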
S100A4 inh HTS = blocks human S100A4 binding to myosin IIA peptide; AID 652163; S100A4/TAMRA-MyoIIA peptide fluorescence polarization; 360,000 tested, 0.14% active; inhibition, % at 10.7 µM;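 active means mean inhibition of at least 70% across replicates, with every replicate also reaching that level; inconclusive means mean inhibition reaches 70% but some replicates fall short; inactive means mean inhibition below 70%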
Target sequence (P26447 whole entry, looked up): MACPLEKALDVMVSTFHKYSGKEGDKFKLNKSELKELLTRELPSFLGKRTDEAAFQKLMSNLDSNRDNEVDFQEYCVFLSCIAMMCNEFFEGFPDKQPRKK
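Material: S100A4 monomer protein / Buffer or medium: 50 mM HEPES pH 7.2, 10 mM CaCl2, 100 mM KCl / Times: 5 min incubation before reading / Benchmarks: neutral control DMSO, positive control TFP / Reagent: labelled myosin peptide probe, 5 nM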
* hit, by the source's call; ? = inconclusive; . = not tested or not shown; & = joins results of further samples. Only part of the results is shown. The share of hits here may be higher or lower than overall.

SMILES	E-sel inducer	SIRT5 inh	PglD DTNB	DENV2 CPE	C2C12 statin	ERp5 inh	S100A4 inh HTS
CCCCCCCCN1C(=O)[C@H](CC(=O)NCCCC)C[C@@]2(C(=O)OC)CCCCC=C12	.	-9	.	4	.	-4	-2
CSc1cccc(NC(=S)NCCCN2CCN(c3ccc(F)cc3)CC2)c1	-0.3	-4	-5	6	.	-1	12
CC(=O)Nc1ccc(NC(=O)CSc2nnc3c4ccccc4n(C)c3n2)cc1	.	-2	.	0	.	2	-2
O=C(Nc1cccc(S(=O)(=O)N2CCCCC2)c1)c1ccc(Cl)nc1	.	-4	-1	15	-2	-5	-25
CCn1cc(C(=O)N2CCN(c3ccc(C(C)=O)cc3)CC2)c2cc(OC)c(OC)cc2c1=O	0.8	7	0	8	3	0	-1
CCNC(=O)Nc1ccc2c(c1)C(=O)N(C)[C@H]1CC[C@@H](CC(=O)NCc3ccccc3F)O[C@@H]1CO2	-0.1	0	-1	6	-40	1	0
N#Cc1c(-c2ccccc2)nc(SCc2ccc([N+](=O)[O-])cc2)[nH]c1=O	.	0	1	2	-4	3	4
O=C(C[C@H]1CC[C@H]2[C@@H](COC[C@@H](O)CN2Cc2cc(F)cc(F)c2)O1)NC1CCC1	0.1	-2	3	2	13	-1	-2
CCCNC(=O)N1C[C@H](C)[C@H](OC)CN(C)C(=O)c2ccc(NS(=O)(=O)CC(F)(F)F)cc2OC[C@@H]1C	-0.2	4	0	4	1	4	11
COc1ccc(CNC(=O)[C@H](C)NC(=O)C2CC(=O)N(c3ccc(OC)cc3)C2)cc1 (stereo not given in full)	-0.2	1	-1	1	9	1	9
Cc1cc(=O)n(Cc2ccc(OC(C)C)cc2)c(=S)[nH]1	1.2	4	-3	-2	-8	-1	0
COc1ccc(S(=O)(=O)N2CCN(C)CC2)cc1C	.	.	6	-6	7	-2	-2
O=C1N/C(=C/c2ccco2)C(=O)N1Cc1ccccc1F	-0.1	.	.	4	.	3	6
Cc1ccc(N(Cc2ccccc2)C(=O)c2cc(S(=O)(=O)N3CCOCC3)ccc2N2CCCC2)cc1	.	1	3	4	19	0	-2
Clc1ccc(C(c2nnnn2C2CCCC2)N2CCSCC2)cc1 (stereo not given)	.	-6	5	-1	10	3	-6
COc1ccc(NC(=O)N[C@H]2CC[C@H](CC(=O)NCc3ccccn3)O[C@H]2CO)cc1	-0.3	13	2	-4	12	1	7
Cn1c(N)c(C(C[N+](=O)[O-])c2ccccc2Cl)c(=O)n(C)c1=O (stereo not given)	.	-2	2	0	.	.	-5
CCC(=O)N(C)C[C@@H]1Oc2ncc(-c3ccccc3C)cc2C(=O)N([C@@H](C)CO)C[C@@H]1C	0.1	-2	-4	9	21	-2	2
C[C@H](CO)N1C[C@H](C)[C@H](CN(C)Cc2ccc3c(c2)OCO3)Oc2c(NC(=O)Nc3ccc(C(F)(F)F)cc3)cccc2C1=O	0.0	11	1	?	24	-5	9
CCNC(=O)C[C@@H]1CC[C@@H]2[C@H](COc3ccc(NC(=O)Cc4ccccc4)cc3C(=O)N2C)O1	-0.1	2	1	27*	3	-3	60
CCN(CC)S(=O)(=O)c1ccc(C(=O)NCC2(N3CCOCC3)CCCCC2)cc1	-0.6	4	-1	5	12	-4	-6
CCCCNc1c(-c2ccc(OC)c(SC3CCCCC3)c2)nc2ccc(C)cn12	-0.4&0.3	2	-3	?	-107	-5&7	3&1
CC(C)NC(=O)N(C)C[C@@H]1OCCCC[C@H](C)Oc2ccc(NS(=O)(=O)c3cccs3)cc2C(=O)N([C@H](C)CO)C[C@@H]1C	.	-5	0	-7	.	-3	-7
Cc1ccc(C(=O)N/C(=C\c2ccccc2)C(=O)NCc2ccncc2)cc1	.	3	0	-3	.	4	-2
CS(=O)(=O)Cc1ccc(C(=O)NC2CCSc3ccccc32)cc1 (stereo not given)	.	-3	-1	1	-4	-7	0
Cc1ccc(S(=O)(=O)N2CCN(C(=O)COC(=O)/C=C/c3ccc(OC(F)F)cc3)CC2)cc1	-0.3	-5	-6	4	9	5	0
Nc1nc(CSc2nc3ccccc3s2)nc(N2CCOCC2)n1	.	-2	.	4	-9	1	1
CCNC(=O)[C@H]1[C@H](CO)[C@H]2Cn3c(ccc(-c4ccc(F)cc4)c3=O)[C@H]2N1CC1CC1	-0.3	-1	0	-1	19	4	4
COc1cccc(C(C(=O)NC2CCCC2)N(C(=O)c2ccco2)c2ccc(NC(C)=O)cc2)c1OC (stereo not given)	.	1	5	3	3	0	12
Cc1ccc(NC(=O)CSc2nc(=O)n(CCCN3CCOCC3)c3c2CCCC3)c(C)c1	-0.5	1	6	-6	0	-3	-1
Cc1ccc(C(=O)NCCc2nnc3c(C(F)(F)F)cc(Cl)cn23)o1	0.7	-1	1	0	-11	7	0
CCCOc1ccccc1/C=N/NC(=O)C1CC1	-1.1	0	-4	12	6	2	0
CC(C)(C)c1ccc(C(=O)C2CCCN(C(=O)CCn3cncn3)C2)cc1 (stereo not given)	0.3	-2	-4	?	0	-5	0
Cc1cc(C)c(S(=O)(=O)N2CCOC2CNC(=O)C(=O)NCc2ccccn2)c(C)c1 (stereo not given)	-0.1	-3	1	-6	-6	8	-1
COc1ccc(NC(=O)C2CCCN2C(=O)NCc2ccccc2)cc1 (stereo not given)	-4.7	1	.	2	6	0	-2
CCc1cccc2[nH]c3cc([N+](=O)[O-])ccc3c12	-0.4	-3	7	2	4	1	1
CN(C)C(=O)C[C@H]1C[C@@H]2c3cc(NC(=O)NC4CCCCC4)ccc3O[C@@H]2[C@@H](CO)O1	0.2	1	2	20	0	-1	12
CC(=O)Nc1ccc(C(=O)/C=C/c2ccc[nH]2)cc1	.	-3	.	2	-4	4	5
Cc1nn(CC(=O)N2CCOCC2)c(=O)c2c1sc1ccccc12	-0.3	-4	1	0	63	.	-1
COc1cccc(NC(=O)Nc2ccc3c(c2)C(=O)N(C)[C@H]2CC[C@H](CC(=O)NCCc4ccccc4)O[C@@H]2CO3)c1	0.3	5	-1	-5	3	-3	-4
Cc1ccc(OCC(=O)NNC(=O)Cn2c(=O)cnc3ccccc32)cc1	-2.1	-2	.	-6	13	2	1
Cc1ccc(-c2cnc3cc(C)nn3c2)cc1	-1.8	5	.	-1	.	2	-3
Cc1cc(C)c2nc(Nc3nc(CSc4nc5ccccc5[nH]4)cc(=O)[nH]3)nc(C)c2c1	-0.2	-3	.	-2	.	1	-3
C[C@@H]1CN([C@@H](C)CO)C(=O)c2cccc(N(C)C)c2O[C@@H]1CN(C)C(=O)Nc1ccccc1	-0.2	4	5	19	0	-4	-9
S=C1SCCCN1Cc1ccc(Cl)cc1	0.0	-2	-2	13	1	-3	-1
COc1cc2c(cc1OC)C[N+](C)(C)CC2	.	.	1	8	1	-1	-3
Cc1cccc(NC(=O)c2ccc3c(c2)C(=O)N(Cc2cccnc2)C3=O)c1C	.	-2	1	-2	-5	5	-13
CN(C)CCCNC(=O)c1ccc(Cl)c(S(=O)(=O)N2CCCCCC2)c1	-0.3	-4	8	-3	-18	0	-4
O=C1CN(C(=O)CSc2nc3c(cnn3-c3ccccc3)c(=O)[nH]2)c2ccccc2N1	.	-2	2	7	-4	-3	-7
CCNC(=O)[C@@H]1[C@@H](CO)[C@@H]2Cn3c(cccc3=O)[C@@H]2N1C(=O)CC1CC1	0.0	-4	4	0	1	2	-5
Cc1cc(S(=O)(=O)N2CCOCC2)ccc1OCC(=O)N1CCOCC1	1.6	-3	4	?	6	-2	5
COC(=O)c1c2oc(c1C(=O)OC)C(=O)N[C@H](Cc1ccccc1)Cn1cc(nn1)[C@@H](Cc1ccccc1)NC(=O)N[C@@H](CO)CC2	.	2	3	16	.	0	24
C[C@@H]1CN([C@H](C)CO)C(=O)c2cc(NS(=O)(=O)c3ccc(F)cc3)ccc2O[C@@H]1CN(C)S(=O)(=O)c1ccccc1	0.2	.	1	-16	-29	.	.
COc1ccc(N2CCOCC2)c(NC(=O)c2cc3ccccc3o2)c1	.	-5	4	?	-7	17	0
CCCNC(=O)N1C[C@@H](O)COC[C@H]2O[C@@H](CC(=O)OC)CC[C@@H]21	-0.1	2	3	19	42	-3	0
O=S(=O)(Nc1ccc(Cl)cc1)c1cccc2cccnc12	.	-2	6	19	1	-4	-3
Cc1oc(C(C)(C)C)cc1-c1cc(NC(=O)c2ccc([N+](=O)[O-])cc2)n[nH]1	.	3	.	3	.	-1	-1
O=C(NCC1CC1)c1ccc2c3n(nc2c1)-c1ccc(Cl)cc1CO3	1.0	-5	.	-11	8	0	5
C[C@H](CO)N1C[C@H](C)[C@@H](CN(C)S(=O)(=O)c2cccs2)OCCCC[C@H](C)Oc2ccc(NC(=O)NC3CCCCC3)cc2C1=O	0.2	.	0	?	.	.	.
O=C(CS(=O)(=O)c1c[nH]c2ccccc12)N1CCCCCC1	0.0	-2	.	1	.	1	3

Some values from the list:
Reading of `Cc1ccc(-c2cnc3cc(C)nn3c2)cc1` under DENV2 CPE: -1
Reading of `O=C(NCC1CC1)c1ccc2c3n(nc2c1)-c1ccc(Cl)cc1CO3` under C2C12 statin: 8
Reading of `CCCCNc1c(-c2ccc(OC)c(SC3CCCCC3)c2)nc2ccc(C)cn12` under E-sel inducer: -0.4&0.3

Compound profiles, from the list above. Order of screens: E-sel inducer | SIRT5 inh | PglD DTNB | DENV2 CPE | C2C12 statin | ERp5 inh | S100A4 inh HTS
Entry for Cc1cccc(NC(=O)c2ccc3c(c2)C(=O)N(Cc2cccnc2)C3=O)c1C : . | -2 | 1 | -2 | -5 | 5 | -13
Entry for COc1ccc(N2CCOCC2)c(NC(=O)c2cc3ccccc3o2)c1 : . | -5 | 4 | ? | -7 | 17 | 0

Other records:
SMILES	E-sel inducer	SIRT5 inh	PglD DTNB	DENV2 CPE	C2C12 statin	ERp5 inh	S100A4 inh HTS
O=C(NC1CCCCC1)C1CCCN(S(=O)(=O)c2ccc(F)cc2)C1 (stereo not given)	.	-1	0	14	10	-1	7
CN(c1ccc(F)cc1)S(=O)(=O)c1ccc(Cl)c(C(=O)OCC(=O)NC2CC2)c1	-0.4	-4	4	-8	-2	-10	-2
Cc1ccc(S(=O)(=O)N[C@H]2CC[C@H](CC(=O)N3CCC(Cc4ccccc4)CC3)O[C@H]2CO)cc1	0.2	-1	2	1	18	-2	0
COc1ccc(NC(=O)COc2ccc(-n3cnnn3)cc2)cc1OC	0.4	1	3	2	-1	0	-8
C/C=C/c1ccc2c(c1)O[C@H](CN(C)C(=O)Nc1ccc(OC)cc1)[C@@H](C)CN([C@@H](C)CO)S2(=O)=O	-0.3	-3	-3	2	2	4	-8
CC(C)=CC(=O)Nc1cccc(S(=O)(=O)NC2=NCCCCC2)c1	0.6	-2	3	-1	16	-4	1
CCC(C(=O)NCCCN1CCN(C)CC1)n1nc(C)n2c(cc3occc32)c1=O (stereo not given)	.	-5	-2	-1	8	2	2
CCOC(=O)CC(S(=O)(=O)c1ccccc1)S(=O)(=O)c1ccccc1	-0.2	-4	8	4	16	2	-16
Nc1nnc(CCCCCCCCCCc2nnc(N)s2)s1	.	-1	.	-2	.	-1	-8
COC(=O)CNC(=O)c1sc2ncn(CC(=O)Nc3ccc(C)c(Cl)c3)c(=O)c2c1C	.	0	.	-5	.	6	0
COC(=O)c1cc2c(c3c4ccccc4n(S(=O)(=O)c4ccc(OC)cc4)c13)C(=O)N(Cc1ccco1)C2	-0.4	.	.	-2	.	0	-4
Cc1noc(C)c1S(=O)(=O)Nc1ccc2c(c1)CC(=O)N([C@H](C)CO)C[C@H](C)[C@H](CN(C)Cc1ccc3c(c1)OCO3)O2	.	2	4	51*	6	-14	6

Source: PubChem BioAssay (Broad Institute)
